Compound activity deposited in PubChem by several laboratories.
Mot1-301 SUMO: yeast Mot1-301 growth rescue at high temperature, primary screen, SUMOylation pathway inhibitor project, S. cerevisiae, ATP luminescence, 38.5C; growth rescue, % at 18.8 µM; S. cerevisiae Mot1-301 growth rescue; percent above DMSO median, 100 means doubled; 320,000 compounds, 1% hits;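 active = every valid replicate shows activation above 250% relative to neutral control wells; inactive = the rest, any valid replicate at or below 250%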;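 note: OY570 slx delta 5 strain wells were the positive control but not used for scaling; some compounds called inactive have numbers as strong as hits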
PKA-R2B activ: activators of PKA-R2B holoenzyme, primary screen, biochemical, fluorescence polarization, Cy5-IP20, human | cAMP-dependent protein kinase catalytic subunit beta (Homo sapiens) + cAMP-dependent … | PKA-R2B holoenzyme dissociation; R2B truncated from residue 108, S112A mutant; 0% DMSO only, 100% 113 µM cGMP | activation, % at 11.4 µM | 340,000 compounds, 0.079% hits | AID 504700, 2011;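 active = activation above a cutoff set at the mean over all compounds plus 3 SD, cut at about 18% in these data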;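 note: higher means more holoenzyme dissociation and a rise in polarization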
Target sequence (P31323 whole entry, looked up, other chains not shown, the tested form may be a part): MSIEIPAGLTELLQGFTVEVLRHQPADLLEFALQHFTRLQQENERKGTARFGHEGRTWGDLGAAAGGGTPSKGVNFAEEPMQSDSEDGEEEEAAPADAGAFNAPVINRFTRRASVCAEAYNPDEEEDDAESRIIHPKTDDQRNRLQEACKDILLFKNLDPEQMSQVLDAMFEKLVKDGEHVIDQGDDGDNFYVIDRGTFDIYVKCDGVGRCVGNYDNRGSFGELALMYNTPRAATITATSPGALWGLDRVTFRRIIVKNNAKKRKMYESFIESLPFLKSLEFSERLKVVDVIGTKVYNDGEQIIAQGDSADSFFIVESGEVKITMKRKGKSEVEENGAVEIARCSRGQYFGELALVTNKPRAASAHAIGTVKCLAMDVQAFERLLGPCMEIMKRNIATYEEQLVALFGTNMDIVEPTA
Pemphigus Ab inh: inhibitors of pemphigus antibody binding to DSG3, primary screen, biochemical, bead-based, flow cytometry, scFv-GFP | 310,000 compounds, 0.48% hits | Desmoglein-3 (Homo sapiens), P32926 | DSG3-coupled beads, scFv-anti-DSG3-GFP binding; stronger effect = lower value | binding (percent of control), % at 10 µM;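 active = binding more than 3 SD below its plate's average and above zero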; note: some compounds called inactive have numbers as strong as hits
CDK5 p35 inh: inhibitors of human CDK5/p35 kinase, primary screen, biochemical, single concentration. Cyclin-dependent kinase 5 (Homo sapiens) + Cyclin-dependent kinase 5 activator 1 (Homo …. Recombinant CDK5/p35, ADP-Glo luminescence, 60 min. inhibition, % at 10 µM. 330,000 compounds, 0.01% hits;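 active = highest replicate inhibition of at least 50% and at least 75% of replicates reaching 50%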;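 note: plate controls were DMSO neutral control for no effect and GW8510 at 10 µM for full effect; many of its hits are not listed in these tables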
MITF TRPM1 HTS: activators of MITF-driven TRPM1 promoter reporter, primary screen, cell-based, SK-MEL-5, luciferase, single point | SK-MEL-5 TRPM1-promoter luciferase, 24 h; % of positive control, neutral wells = 0 | activation, % at 12.5 µM | 300,000 compounds, 0.75% hits;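 active = mean activation of at least 80% with every replicate also reaching 80%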;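 note: 0% = neutral control wells and 100% = parthenolide positive control wells; values of inactives mirror those of a sister screen read the other way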
NSD2 HMT inh: NSD2 histone methyltransferase inhibitors, primary screen, biochemical, AlphaScreen, single concentration, set 2; Histone-lysine N-methyltransferase NSD2 (Homo sapiens), O96028; NSD2 peptide methylation, 120 min; inhibition, % at 12.5 µM; 310,000 compounds, 0.54% hits; in the data active = inhibition above about 50%
Arr AP2 block: inhibitors of beta-arrestin/AP2 binding, primary screen, biochemical, GPCR trafficking, flow cytometry; FITC-arrestin peptide / GST-AP2 beads; AP2 beta2 appendage carries R879A mutation; beta-arrestin 1 C-terminal peptide binding to AP2 beta2-adaptin appendage (human); 340,000 compounds, 0.31% hits; AID 504490, 2011; inhibition, % at 10 µM;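 active = inhibition above a set limit, near 3 SD of compounds lacking own fluorescence, cut at about 54% in these data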;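 note: plate controls were DMSO wells for no effect and 5 µM unlabelled arrestin peptide for full effect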
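System: GST-AP2 R879A glutathione beads. Medium: PBS with 0.05% Tween 20 and 0.1% BSA. Also added: FITC-arrestin peptide, 50 nM. Incubation: 12 min plus 1 h, RT. Measured by: high-throughput flow cytometry of beads, ex 488, em 535 nm. Evaluation: percent drop in bead-associated FITC signal.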
dFosB act: activators of delta FosB homodimer, primary screen, biochemical, fluorescence polarization, TAMRA-CDK5 oligo, single point. Protein FosB (Mus musculus), P13346. purified delta FosB; percent of positive-control signal above neutral wells. activation, % at 25 µM. 340,000 compounds, 0.99% hits. AID 493131, 2011;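 active = mean activation above about 17%, with every replicate also reaching it, limit read from the data, passing the limit was not always enough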;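 note: fluorescence polarization rise as delta FosB binds a TAMRA Cdk5 AP-1 oligo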
Target sequence (P13346 whole entry, looked up): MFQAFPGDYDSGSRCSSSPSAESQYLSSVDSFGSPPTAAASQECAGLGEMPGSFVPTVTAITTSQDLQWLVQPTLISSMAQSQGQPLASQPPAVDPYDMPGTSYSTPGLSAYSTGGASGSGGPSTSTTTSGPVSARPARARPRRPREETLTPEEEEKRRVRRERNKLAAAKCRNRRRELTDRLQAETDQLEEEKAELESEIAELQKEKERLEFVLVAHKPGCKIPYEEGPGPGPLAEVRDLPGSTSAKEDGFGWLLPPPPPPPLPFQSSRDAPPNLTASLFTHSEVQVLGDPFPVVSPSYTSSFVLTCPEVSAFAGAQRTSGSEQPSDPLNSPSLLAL
SR-BI HDL uptake: inhibitors of SR-BI mediated HDL lipid uptake, primary screen, ldlA[mSR-BI] cells, fluorescence, single point; Scavenger receptor class B member 1 (Mus musculus), Q61009; ldlA[mSR-BI] CHO cells, DiI-HDL uptake fluorescence, 3 h; inhibition, % at 12.5 µM; 320,000 compounds, 0.96% hits; AID 488896, 2010;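 active = mean replicate inhibition of at least 70% and a set share of replicates each scoring 70 or more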;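 note: 0% = median of neutral control wells and 100% = median of positive control wells; values of inactives mirror those of a sister screen read the other way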
PKA-R1A activ: activators of PKA-R1A holoenzyme, primary screen, biochemical, fluorescence polarization, Cy5-IP20, bovine R1A, mouse PKAc | activation, % at 11.4 µM | AID 504707, 2011 | PKA-R1A dissociation; scaled: DMSO 0%, 113 µM cGMP 100% | 340,000 compounds, 0.083% hits | cAMP-dependent protein kinase type I-alpha regulatory subunit (Bos taurus) + …;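 active = percent activation above the mean of all tested compounds plus 3 SD, cut at about 19% in these data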;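 note: higher means more PKAc released from R1A so a rise in polarization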
SR-BI uptake up: activators of SR-BI mediated DiI-HDL uptake, primary screen, ldlA[mSR-BI] CHO cells, DiI fluorescence | AID 504775, 2011 | activation, % at 12.5 µM | 3 h; 100 = double the neutral-control signal | 320,000 compounds, 0.096% hits;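 active = mean replicate activation of at least 60% and every replicate at or above 60%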;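 note: 0% = median plate neutral-control signal and 100% = twice that signal; values of inactives mirror those of a sister screen read the other way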
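Assay system: LDL receptor-deficient CHO ldlA cells overexpressing murine SR-BI / Medium: BSA-supplemented, HEPES-buffered Ham's F12, pH 7.4 / Probe or stimulus: DiI-labelled HDL at 10 µg/mL final / Timing: compound with DiI-HDL co-incubation, 3 h at 37 °C / Technique: bottom-read cell fluorescence after medium removal, ex 550/em 595 nm / Measure: HDL uptake via cellular fluorescence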
* hit, by the source's call; / = not tested or not shown.

no.	Mot1-301 SUMO	PKA-R2B activ	Pemphigus Ab inh	CDK5 p35 inh	MITF TRPM1 HTS	NSD2 HMT inh	Arr AP2 block	dFosB act	SR-BI HDL uptake	PKA-R1A activ	SR-BI uptake up	structure
1	50	4	103	-3.8	/	1	28	4	-1	17	1	Cc1ccc(NC(=O)C2CCCC2)c(Br)c1
2	2	1	94	-0.2	10	-5	-2	5	-9	6	9	CCCn1c(SCC(=O)NC(C)c2ccccc2)n[nH]c1=O (centres undefined)
3	-2	9	/	-1.1	-11	1	52	-6	37	7	-37	C=CCN(CC=C)S(=O)(=O)c1ccc(NC(=S)NC(=O)/C=C/c2ccc(C)cc2)cc1
4	176	-2	96	-0.6	-9	-2	6	-1	38	0	-38	CSCc1cc(N(C)c2ccccc2)nc(-c2ccccc2)n1
5	96	-9	101	0.2	-15	9	10	-4	9	1	-9	CCOc1cc(N2CCOCC2)c(OCC)cc1NC(=O)Cc1ccccc1OC
6	-22	-1	102	-0.3	5	3	10	1	3	-5	-3	COc1cc2c(cc1OC)C(c1cc([N+](=O)[O-])ccc1O)NCC2 (centres undefined)
7	5	5	108	-0.4	27	-1	-9	-7	-12	-5	12	O=C(NCCc1c[nH]c2ccccc12)c1ccc2nc[nH]c2c1
8	/	-11	108	2.7	-1	0	-17	-5	-23	-3	23	CCCCN(C(=O)c1sc2nc3n(c(=O)c2c1C)CCC3)c1c(N)n(CC(C)C)c(=O)[nH]c1=O
9	-15	-3	106	1.0	16	/	-6	0	103*	-10	-103	COc1ccc2sc(-c3ccc(N(C)C)cc3)c(C#CC(C)(C)O)c2c1
10	-13	-2	89	-1.0	-3	1	11	-5	-24	4	24	O=C(Nc1cc(=O)[nH]c2ncnn12)c1ccccc1F
11	-3	-7	/	-0.2	2	1	4	-1	/	-7	/	CC(C)(C)C(=O)Nc1nnc(SCC(=O)NC2CC2)s1
12	-8	-7	99	-2.1	-10	6	-9	-13	6	2	-6	Cc1nn(-c2ccccc2)c(Cl)c1C(=O)OCC(=O)N(C)c1c(N)n(Cc2ccccc2)c(=O)[nH]c1=O
13	20	0	98	2.6	-4	27	-7	-11	-11	-1	11	Cc1cccc(NC(=S)N/N=C/C(C)c2ccccc2)c1C (centres undefined)
14	8	6	95	0.5	22	3	-13	-2	-10	8	10	Cc1ccc(-c2ccc(S(=O)(=O)N3CCCC3)cc2)cc1
15	28	-10	101	6.1	/	1	1	4	16	-2	-16	CC(=O)N/C(=C/c1ccc2c(c1)OCO2)C(=O)NC(Cc1ccccc1)C(=O)O (centres undefined)

Filtered by structure, the entries above with two or more sulfur atoms.
no.	Mot1-301 SUMO	PKA-R2B activ	Pemphigus Ab inh	CDK5 p35 inh	MITF TRPM1 HTS	NSD2 HMT inh	Arr AP2 block	dFosB act	SR-BI HDL uptake	PKA-R1A activ	SR-BI uptake up	structure
3	-2	9	/	-1.1	-11	1	52	-6	37	7	-37	C=CCN(CC=C)S(=O)(=O)c1ccc(NC(=S)NC(=O)/C=C/c2ccc(C)cc2)cc1
11	-3	-7	/	-0.2	2	1	4	-1	/	-7	/	CC(C)(C)C(=O)Nc1nnc(SCC(=O)NC2CC2)s1

Other entries follow.
no.	Mot1-301 SUMO	PKA-R2B activ	Pemphigus Ab inh	CDK5 p35 inh	MITF TRPM1 HTS	NSD2 HMT inh	Arr AP2 block	dFosB act	SR-BI HDL uptake	PKA-R1A activ	SR-BI uptake up	structure
16	5	-17	101	-7.8	5	0	-3	-7	-15	-8	15	Cc1ccc(C)c(OCC(=O)OCC(=O)Nc2c(C)nn(-c3ccccc3)c2C)c1
17	40	1	91	1.3	-2	28	-6	0	0	7	0	CN(C)Cc1c(C(=O)N/N=C/c2ccncc2)nnn1-c1nonc1N
18	/	9	88	-5.6	-3	/	5	-4	4	-4	-4	Cc1oc(-c2ccc(F)cc2)cc1-c1nn2c(-c3ccoc3C)nnc2s1
19	26	5	101	1.4	28	-7	5	2	27	-5	-27	O=C1c2ccccc2S(=O)(=O)N1CCOc1ccc(F)cc1
20	95	-13	105	0.4	-6	-6	-3	-4	-15	5	15	CCCCOc1ccc(C(=O)OCC(=O)Nc2cc(C)c(C)cc2[N+](=O)[O-])cc1

Some of the entries so far, with one line to a screen:
18) Cc1oc(-c2ccc(F)cc2)cc1-c1nn2c(-c3ccoc3C)nnc2s1
19) O=C1c2ccccc2S(=O)(=O)N1CCOc1ccc(F)cc1

screen / no.	18	19
Mot1-301 SUMO	/	26
PKA-R2B activ	9	5
Pemphigus Ab inh	88	101
CDK5 p35 inh	-5.6	1.4
MITF TRPM1 HTS	-3	28
NSD2 HMT inh	/	-7
Arr AP2 block	5	5
dFosB act	-4	2
SR-BI HDL uptake	4	27
PKA-R1A activ	-4	-5
SR-BI uptake up	-4	-27

Of the compounds above, these have a halogen:
no.	Mot1-301 SUMO	PKA-R2B activ	Pemphigus Ab inh	CDK5 p35 inh	MITF TRPM1 HTS	NSD2 HMT inh	Arr AP2 block	dFosB act	SR-BI HDL uptake	PKA-R1A activ	SR-BI uptake up	structure
1	50	4	103	-3.8	/	1	28	4	-1	17	1	Cc1ccc(NC(=O)C2CCCC2)c(Br)c1
10	-13	-2	89	-1.0	-3	1	11	-5	-24	4	24	O=C(Nc1cc(=O)[nH]c2ncnn12)c1ccccc1F
12	-8	-7	99	-2.1	-10	6	-9	-13	6	2	-6	Cc1nn(-c2ccccc2)c(Cl)c1C(=O)OCC(=O)N(C)c1c(N)n(Cc2ccccc2)c(=O)[nH]c1=O
18	/	9	88	-5.6	-3	/	5	-4	4	-4	-4	Cc1oc(-c2ccc(F)cc2)cc1-c1nn2c(-c3ccoc3C)nnc2s1
19	26	5	101	1.4	28	-7	5	2	27	-5	-27	O=C1c2ccccc2S(=O)(=O)N1CCOc1ccc(F)cc1

Compounds as they come; 4.7% or so of the library scored in one or more.
